Bioassay records as filed in PubChem BioAssay.
Nrf2 activator = qHTS of Nrf2 Activators | AREc32 ARE-luciferase reporter (MCF7-derived line), luminescence, 24 h | Potency, µM (doses to about 46.1 µM), for the others: at the top dose activation, most hits filed as activators | 410,000 tested, 0.31% active; also: % of control where 0% means no effect; nearly all actives have a fitted effect of over 65% in size
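Each well held 1000 AREc32 cells, which were incubated with compound for 24 hr at 37 deg C after overnight attachment, and ARE reporter activity was quantified by firefly luciferase luminescence.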
Nrf2 block = Nrf2 qHTS screen for inhibitors. A549 ARE-Fluc reporter, luciferase luminescence, 18-24 h. Potency, µM (top dose mostly 46 µM), for inactives: at the highest dose activity change, negative = inhibition, most hits filed as inhibitors. 360,000 tested, 2.1% active. AID 504444, 2011; also: % is scaled to controls: 0 for no effect and ±100 for the full control effect; nearly all actives have a fitted effect of over 60% in size
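Reporter: ARE-Fluc in A549. Exposure: 18-24 h, 37 °C, 5% CO2, 5% FBS OPTI-MEM. Readouts: fluorescent cytotoxicity (CellTiter-Fluor), then luminescent Nrf2 signal after BugLite.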
MCF10A rereplic = A quantitative high throughput screen for small molecules that induce DNA re-replication in MCF 10a normal breast cells; MCF 10A DNA re-replication, Hoechst nuclear intensity, 48 h; Potency, µM (titrated, usually from 46.1 µM), for inactives: at the top dose activity, positive = re-replication, actives largely listed as activators; 350,000 tested, 2.9% active; AID 624296, 2012; also: % of control where 0% means no effect; nearly all actives have a fitted effect of over 50% in size
A549 viability = Nrf2 qHTS screen for inhibitors: counterscreen for cytotoxicity | A549 ARE-Fluc cells, CellTiter-Fluor viability, 18-24 h | 390,000 tested, 0.16% active | Potency, µM (titrated, usually from 46 µM), for inactives: at the top dose activity change, negative = cytotoxicity, usual class: inhibitors; also: % is scaled to controls: 0 for no effect and ±100 for the full control effect
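Cytotoxicity counterscreen: CellTiter-Fluor fluorescence was measured in A549 ARE_Fluc cells after 18-24 h of compound exposure in a concentration series. The subsequent BugLite luminescent read reports ARE-luciferase activity.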
HepG2 viability = qHTS for Inhibitors of TGF-b: Cytotox Counterscreen | HepG2 CAGA-GFP viability, ATP luminescence, 18 h | Potency, µM (doses to about 46.1 µM), for inactives: top-dose activity change, negative = cytotoxicity, most hits filed as cytotoxic | 410,000 tested, 0.76% active | AID 588856, 2011; also: some results filed as inactive show a strong effect at the top dose
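HepG2 CAGA-GFP cells (1000/well, DMEM with 1% FBS) received compound, then TGF-beta at 500 pg/mL final, and were incubated 18 hours at 37 degrees C. Viability was read by CellTiter-Glo luminescence. Media-only wells were set as complete cell-killing and DMSO as no toxicity.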
S2 tox = Viability Counterscreen for Primary qHTS for Inhibitors of ATXN expression. S2 cells (HEK-293 line with an ATXN2-luciferase reporter) viability, CellTiter-Fluor protease fluorescence, 24 h. 400,000 tested, 0.49% active. Potency, µM (top dose mostly 56.7 µM), actives largely listed as cytotoxic; also: nearly all actives have a fitted effect of over 40% in size
TGFb SMAD3 inh = qHTS for Inhibitors of TGF-b; Potency, µM (titrated, usually from 46.1 µM), for inactives: top-dose activity, negative = inhibition, most hits filed as inhibitors; 410,000 tested, 1.2% active; HepG2 CAGA-GFP TGF-b/SMAD3 reporter, GFP fluorescence, 18 h; TGF-beta stimulated, 500 pg/mL final; also: % is scaled to controls: 0 for no effect and ±100 for the full control effect; nearly all actives have a fitted effect of over 65% in size
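GFP signal (ex488/em500-530) from TGF-beta-stimulated HEPG2 CAGA-GFP cells, 500 pg/mL final, 18 h at 37 degrees C in DMEM plus 1% FBS, normalized to unstimulated and DMSO-stimulated controls.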
ATXN2 expr inh = Primary qHTS for Inhibitors of ATXN expression; HEK-293 ATXN2-luciferase reporter, luminescence, 24 h; Potency, µM (series often up to 57 µM), without a hit: top-dose activity change, negative = inhibition, usual class: inhibitors; 360,000 tested, 0.72% active; also: % is scaled to controls: 0 for no effect and ±100 for the full control effect; nearly all actives have a fitted effect of over 55% in size
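qHTS (up to 57 uM final) was run with 24 h compound exposure of reporter cells at 37 °C. Each well was multiplexed: SteadyGlo luminescence measured ATXN2-luciferase expression after a fluorogenic Gly-Phe-AFC viability readout (25 uM final).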
EPAC2 antag = qHTS for Antagonist of cAMP-regulated guanine nucleotide exchange factor 2 (EPAC2): primary screen | 360,000 tested, 0.18% active | EPAC2 GEF exchange of Rap1B-BODIPY-GDP, fluorescence | Rap guanine nucleotide exchange factor 4 (Homo sapiens), Q8WZA2 | Potency, µM (series often up to 114 µM), inactives show at the top dose activity, negative = inhibition, usual class: inhibitors; also: % is scaled to controls: 0 for no effect and ±100 for the full control effect; nearly all actives have a fitted effect of over 45% in size; many of its hits are not listed in these tables
Target sequence (Q8WZA2 whole entry, looked up): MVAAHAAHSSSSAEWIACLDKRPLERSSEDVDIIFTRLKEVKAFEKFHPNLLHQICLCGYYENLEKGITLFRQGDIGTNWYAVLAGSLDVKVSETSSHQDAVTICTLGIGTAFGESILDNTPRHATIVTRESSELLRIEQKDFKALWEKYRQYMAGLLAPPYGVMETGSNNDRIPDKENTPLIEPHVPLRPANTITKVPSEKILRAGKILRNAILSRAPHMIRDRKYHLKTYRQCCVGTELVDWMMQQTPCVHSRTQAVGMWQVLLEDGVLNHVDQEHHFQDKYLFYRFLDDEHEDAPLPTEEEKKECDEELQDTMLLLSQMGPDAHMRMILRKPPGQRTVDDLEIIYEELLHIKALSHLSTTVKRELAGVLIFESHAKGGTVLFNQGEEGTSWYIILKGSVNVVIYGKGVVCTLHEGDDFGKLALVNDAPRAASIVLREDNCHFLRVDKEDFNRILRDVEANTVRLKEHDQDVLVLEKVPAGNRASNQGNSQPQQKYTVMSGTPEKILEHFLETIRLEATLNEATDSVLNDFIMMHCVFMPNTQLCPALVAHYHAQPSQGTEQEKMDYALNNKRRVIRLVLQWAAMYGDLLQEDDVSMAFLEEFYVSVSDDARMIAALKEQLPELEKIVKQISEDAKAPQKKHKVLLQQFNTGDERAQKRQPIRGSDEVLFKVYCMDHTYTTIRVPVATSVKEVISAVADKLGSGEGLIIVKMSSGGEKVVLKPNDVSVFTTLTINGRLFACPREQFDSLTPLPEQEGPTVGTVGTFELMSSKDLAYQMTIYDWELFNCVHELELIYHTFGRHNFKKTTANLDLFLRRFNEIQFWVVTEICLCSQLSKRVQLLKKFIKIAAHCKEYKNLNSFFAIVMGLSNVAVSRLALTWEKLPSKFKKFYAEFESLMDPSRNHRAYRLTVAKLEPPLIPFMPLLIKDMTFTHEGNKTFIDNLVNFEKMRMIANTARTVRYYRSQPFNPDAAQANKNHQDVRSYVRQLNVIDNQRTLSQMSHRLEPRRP
* hit, by the source's call; i = inactive; ? = inconclusive; . = not tested or not shown; & = joins results of further samples; [ ] = remark or other dose. Calls follow the shape of the dose curve; as a rule, active = well fitted curve in the direction sought with a large enough effect; inconclusive = small, poorly fitted or top-dose-only effect, or another doubt; inactive = no such curve, though single readings can be large; an effect the other way counts as inactive or inconclusive. Potency is read from the fitted curve at half-maximal effect. Some of the compounds tested (hit frequency here may not be typical).

SMILES	Nrf2 activator	Nrf2 block	MCF10A rereplic	A549 viability	HepG2 viability	S2 tox	TGFb SMAD3 inh	ATXN2 expr inh	EPAC2 antag
CC(C)(C)OC(=O)N1CCC(N2CCN(Cc3ccccc3)C(=O)C2=O)CC1	2.9%	.	.	-2%	10%	i	35%	7%	.
COc1ccc(OC)c(C(=O)c2ccc([N+](=O)[O-])cc2)c1	0.4%	7%	-1%	-3%	-12%	i	0%	3%	?
CC(C)Oc1nc(-c2ccccc2O)nc2ccccc12	1.4%	15%	?	?	-6%	i	28%	1%	-19%
COc1ccc(NC(=O)C2(S(=O)(=O)c3ccc(C)cc3)CC2)c(OC)c1	-0.2%	1%	.	-15%	-19%	?	5%	5%	.
COc1ccc2cc3c(N)nn(C(=O)c4ccc(F)cc4)c3nc2c1	-0.3%	5.8µM*	?	-26%	-21%	i	2%	.	-3%
O=C(c1cccc([N+](=O)[O-])c1)N1CC2C3C=CC(C3)C2C1 (stereo not drawn)	-0.2%	-3%	?	-7%	9%	i	8%	10%	-8%
FC(F)Oc1ccc(/C=N/c2c(-c3ccc(OC(F)F)cc3)nc3n2CCS3)cc1	0.8%	6%	-14%	-11%	-9%	?	12%	1%	-11%
COc1ccc(NC2=CC(c3cccc(OC)c3)N(c3ccc(OC)cc3)C2=O)cc1 (stereo not drawn)	0.1%	4%	0%	4%	-17%	i	5%	10%	13%
Cc1nc2sccc2c(=O)n1-c1cccc(Cl)c1	-0.4%	3%	9%	-8%	-20%	i	3%	3%	-5%
CSc1cccc(NC(=O)C2CCCN(S(=O)(=O)c3cnc[nH]3)C2)c1 (stereo not drawn)	0.2%	-6%	16%	5%	-10%	i	-4%	-5%	10%
Clc1ccc(C2CC(c3cccs3)n3ncnc3N2)cc1Cl (stereo not drawn)	14%	10%	0%	-4%	-57%	i	-25%	-17%	-25%
N#C/C(=C/c1ccccc1Cl)c1nc(-c2cc3ccccc3oc2=O)cs1	-0.1%	10%	.	8%	5%	i	-1%	1%	.
COc1cccc(OC)c1C(=O)NC(=S)NNC(=O)[C@H]1C[C@@H]1c1ccccc1	0.0%	1%	7%	-16%	50%	i	16%	3%	70%[activator]
COc1cccc(NC(=O)CCN2C(=O)c3ccccc3S2(=O)=O)c1	-0.9%	.	-20%	-2%	-34%	i	16%	-10%	-5%
O=C1CCC[C@@H]2Cc3nc4ccc(O)cc4cc3[C@@H]3CCN1[C@H]23	0.3%	7%	-4%	-3%	5%&3%	i	2%&-25%	11%	7%
COc1ccc(N2CCN(C(=O)CCNC(=O)Cn3ccc4ccccc4c3=O)CC2)cc1	0.1%	8%	0%	14%	-6%	i	-14%	.	0%
CCC(C)NCCOCCSc1ccc(Cl)cc1 (stereo not drawn)	-0.8%	14%	12%	3%	-42%	i	24%	-25%	-3%
CC(C)(C)C1CCC(=O)N(CCC#N)CC1 (stereo not drawn)	0.5%	17%	5%	-5%	-3%&-1%	i	28%&3%	10%	6%
Cn1nc(C(=O)OCc2ccccc2F)c2ccccc2c1=O	?	?	4%	0%	-2%	i	15%	-11%	9%
Cn1nc(C(=O)Nc2cccc(S(N)(=O)=O)c2)c2ccccc2c1=O	0.9%	?	-2%	0%	1%	i	-4%	5%	4%

3 entries out of the list above, sorted by the value under EPAC2 antag, ascending:
| SMILES | EPAC2 antag |
| --- | --- |
| CC(C)Oc1nc(-c2ccccc2O)nc2ccccc12 | -19% |
| COc1ccc2cc3c(N)nn(C(=O)c4ccc(F)cc4)c3nc2c1 | -3% |
| Cn1nc(C(=O)Nc2cccc(S(N)(=O)=O)c2)c2ccccc2c1=O | 4% |

(further entries)
SMILES	Nrf2 activator	Nrf2 block	MCF10A rereplic	A549 viability	HepG2 viability	S2 tox	TGFb SMAD3 inh	ATXN2 expr inh	EPAC2 antag
CNC(=O)c1ccc2nc(-c3cccc(C)c3)c(-c3cccc(C)c3)nc2c1	.	-21%	.	-1%	-48%	.	?	.	.
NNC(=O)CNC(c1ccccc1)c1cc(Br)ccc1NC(=O)c1ccc(Br)cc1 (stereo not drawn)	9.4%	2%	7%	6%	-29%	i	-17%	-26%	-12%
CCOc1cc(C(=O)N2CCN(c3ccccn3)CC2)cc(OCC)c1OCC	0.2%	0%	1%	-3%	10%	i	15%	-21%	-1%
COCc1c(C(=O)N2CCN(Cc3ccc4c(c3)OCO4)CC2)oc2ccccc12	4.3%	1%	4%	-1%	-30%	i	-22%	0%	3%
O=C1C2C3c4ccccc4C(c4ccccc43)[C@@H]2C(=O)N1c1nc(-c2ccccc2)cs1 (stereo partly drawn)	-0.2%	?	-3%	-10%	10%	i	3%	1%	16%
CCOC(=O)C1=CCN(S(=O)(=O)c2ccccc2C)C1c1ccc(Br)cc1 (stereo not drawn)	9.6%	.	.	.	-9%	i	?	?	-10%
CCn1c(SC(C)C)nnc1C1CCN(S(=O)(=O)c2ccc(OC)cc2)CC1	-0.6%	-25%	15%	1%	-19%	i	-10%	3%	10%
O=C(Nc1cccc(C(F)(F)F)c1)c1cc2ncc(Br)cn2n1	0.1%	-17%	-8%	-20%	3%	i	?	3%	8%
CC1=NNC(=O)C1CCC(=O)N/N=C/c1ccc(C)cc1 (stereo not drawn)	-0.4%	7%	23%	-3%	0%	i	5%	1%	10%
O=C([C@H](Cc1ccccc1)N1C(=O)c2ccccc2C1=O)N1CCOCC1	5.4%	?	6%	-3%	2%	i	7%	16%	15%
Cc1cc(NC(=O)Nc2ccccc2Cl)no1	6.0%	?	-1%	1%	9%	i	-12%	29%	4%
CC(C)(C)c1ccc(OCCCN2CCCC2)cc1	0.2%	7%	-1%	3%	1%	i	-7%	.	6%
COc1ccc(NS(=O)(=O)c2csc(C(=O)N3CCCC3)c2)cc1	-0.5%	?	?	11%	0%	i	-2%	-1%	5%
COc1ccccc1N1CCN(S(=O)(=O)c2ccc(-c3cc(C(F)(F)F)on3)s2)CC1	-0.7%	-21%	.	?	1%	.	-3%	.	.
CCOC(=O)c1c(N)c(C#N)c2n1CCCC2	3.0%	.	-5%	6%	9%	i	-28%	-6%	-2%
O=C(NC1CCCCC1)NC1CC2CCC(C1)N2C(=S)NCc1ccco1 (stereo not drawn)	-0.1%	-18%	7%	1%	12%	i	6%	4%	10%
COc1ccc(NC(=O)CN2CCC3(O)CCCCC3C2c2cc(OC)ccc2OC)cc1 (stereo not drawn)	-0.1%	3%	?	-4%	-5%	?	0%	-4%	-5%[57.1 µM]
CCOc1ccccc1N1CCN(C(=O)c2cc3c(C)cc(C)cc3[nH]2)CC1	8.3%	?	?	?	-3%	i	0%	-9%	-26%
Cn1c(COc2ccc([N+](=O)[O-])cc2)nnc1SCC(N)=O	-0.5%	-13%	0%	-5%	2%	i	6%	-4%	6%
O=C(CN(C(=O)c1csnn1)c1ccc(F)c(Cl)c1)NC1CCCC1	0.3%	-1%	2%	-2%	13%	i	12%	5%	0%
Cc1cccc(NC(=S)N2CCC(NC(=O)c3ccco3)CC2)c1	-0.9%	7%	10%	-4%	5%	i	2%	-11%	11%
COc1ccccc1-n1cnnc1SC(C)C(=O)Nc1ccc(NC(C)=O)cc1 (stereo not drawn)	-0.6%	13%	-6%	-1%	-2%	i	?	-12%	12%
O=C(COC(=O)C1CC2CCCC(C1)C2=O)NNC(=O)c1ccc([N+](=O)[O-])cc1 (stereo not drawn)	0.0%	0%	0%	3%	11%	?	-16%	-7%	3%
CC(/C=N/n1c(-c2n[nH]c3c2CCC3)n[nH]c1=S)=C\c1ccco1	21%	4%	4%	0%	24%	i	5%	4%	1%
O=C(CN1C(=O)c2cccc3cccc1c23)NC1CCCC1	-0.1%	27%	24%	2%	-1%	.	3%	2%	7%
COC(=O)c1ccc(Cl)cc1NC(=O)Nc1nnc(N(C)Cc2ccccc2)s1	-1.2%	?	.	8%	-26%	.	-4%	.	.
O=S(=O)(c1ccc(NC(=S)NCc2ccncc2)cc1)N1CCCCC1	3.2%	28%	5%	6%	-9%	i	-8%	0%	10%
COCC(=O)n1cc(C(=O)OC)c2ccccc21	-0.4%	-12%	-6%	2%	-4%	i	-7%	2%	6%
N#CCCN1CCCc2cc(N=Nc3ccc(C(F)(F)F)cc3)ccc21	12%	?	13%	-20%	-38%	?	-9%	-37%	-5%
O=C(Nc1cccc(S(=O)(=O)NC2=NCCCCC2)c1)c1cccnc1Cl	0.4%	7%	5%	6%	0%	i	11%	-21%	10%
Cc1ccc(C)c(N2CCN(S(=O)(=O)c3c(C)noc3/C=C/N(C)C)CC2)c1	-0.2%	.	21µM*	0%	-1%	i	-4%	?	-4%
COc1ccc(/C=C2\CCc3ccccc3C2=O)cc1Cn1nc(C)cc1C	3.5%	?	?	-7%	-67%	?	?	-27%	0%
CN(C(=O)c1ccc(NC(=O)Cc2ccc(NC(=O)C3CCN(C(=O)C4CCC4)CC3)cc2)cc1)C1CCCC1	0.3%	5%	?	-2%	0%	i	31%	9%	11%
COc1cccc(CNc2nc3cc(-c4ccc(C(=O)N5CCN(C)CC5)cc4)sc3c(=O)n2C)c1	6.9%	.	.	.	-44%	i	?	?	17%
O=C(Nc1nc2n(n1)C(c1ccc(Cl)cc1)C=C(c1ccccc1)N2)c1ccco1 (stereo not drawn)	-0.2%	23%	.	7%	-24%	.	12%	4%	.
Cc1cccc(-n2nnnc2S(C)(=O)=O)c1	-4.4%	.	.	?	6.3µM*	11µM*	?	?	.

Compound profiles, as listed above. Order of values: Nrf2 activator	Nrf2 block	MCF10A rereplic	A549 viability	HepG2 viability	S2 tox	TGFb SMAD3 inh	ATXN2 expr inh	EPAC2 antag
`O=C(CN1C(=O)c2cccc3cccc1c23)NC1CCCC1` is entered as -0.1%	27%	24%	2%	-1%	.	3%	2%	7%
`O=C(COC(=O)C1CC2CCCC(C1)C2=O)NNC(=O)c1ccc([N+](=O)[O-])cc1` (stereo not drawn) is entered as 0.0%	0%	0%	3%	11%	?	-16%	-7%	3%
